# GPR151 ag = activators of human GPR151. Q8TDV0. PathHunter beta-arrestin GPR151 cells, luminescence. activation, % at 11.2 µM. 650,000 compounds, 1% hits. AID 1508602; in the data active = activation above about 4.9%;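 also: 0% = median of compound wells and 100% = cells with positive control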
# Target sequence (Q8TDV0 whole entry, looked up): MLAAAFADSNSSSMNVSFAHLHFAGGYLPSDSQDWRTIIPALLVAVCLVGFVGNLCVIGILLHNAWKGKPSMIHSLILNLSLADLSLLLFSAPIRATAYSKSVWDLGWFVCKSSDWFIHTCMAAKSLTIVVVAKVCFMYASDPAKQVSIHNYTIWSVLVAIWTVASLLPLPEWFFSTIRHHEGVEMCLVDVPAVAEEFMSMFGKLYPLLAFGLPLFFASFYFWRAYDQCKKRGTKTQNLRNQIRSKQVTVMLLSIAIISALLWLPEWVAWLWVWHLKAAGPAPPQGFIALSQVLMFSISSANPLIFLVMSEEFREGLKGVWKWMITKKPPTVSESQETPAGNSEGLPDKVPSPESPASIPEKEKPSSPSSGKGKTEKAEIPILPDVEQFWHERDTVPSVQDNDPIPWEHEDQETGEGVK
# TEAD-YAP inh = TEAD-YAP interaction inhibition; HEK-TIYL cells, TEAD-Gal4/YAP UAS-luciferase luminescence; inhibition, % at 9.12 µM; 640,000 compounds, 1.4% hits; AID 1259422; in the data active = inhibition above about 32%;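 also: 0% = median of test compound wells and 100% = reference inhibitor wells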
# FBW7 activator = activators of human E3 ligase FBW7 | Q969H0 | AlphaScreen FBW7–phospho-cyclin E peptide binding, activator screen | normalized activity (activation), % at 26.1 µM | 650,000 compounds, 0.13% hits; in the data active = normalized activity above about 1.9%;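 also: purified mutant Fbw7 with reduced substrate affinity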
# MITF primary = inhibitors of human MITF. inhibition, % at 2.6 µM. AID 1259374. AlphaScreen MITF homodimerization, bead proximity signal. 650,000 compounds, 0.91% hits; in the data active = inhibition above about 50%;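 also: 0% = vehicle wells with protein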
# Target sequence (O75030 whole entry, looked up): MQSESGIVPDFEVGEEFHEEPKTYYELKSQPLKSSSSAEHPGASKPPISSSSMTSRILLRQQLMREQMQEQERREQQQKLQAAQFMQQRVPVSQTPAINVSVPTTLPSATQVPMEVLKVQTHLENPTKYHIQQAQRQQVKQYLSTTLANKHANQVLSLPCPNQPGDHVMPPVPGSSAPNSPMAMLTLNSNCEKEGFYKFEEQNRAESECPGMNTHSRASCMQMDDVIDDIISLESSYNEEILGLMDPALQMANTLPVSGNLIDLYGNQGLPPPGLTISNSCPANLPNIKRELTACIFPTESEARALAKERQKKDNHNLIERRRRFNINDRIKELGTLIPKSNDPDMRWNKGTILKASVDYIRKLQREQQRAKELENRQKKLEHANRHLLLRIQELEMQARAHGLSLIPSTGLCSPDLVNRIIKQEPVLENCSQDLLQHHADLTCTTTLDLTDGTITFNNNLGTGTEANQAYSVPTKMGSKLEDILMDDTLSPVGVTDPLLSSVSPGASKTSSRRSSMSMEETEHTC
# Starred values were filed as active, the others as inactive.
SMILES,GPR151 ag,TEAD-YAP inh,FBW7 activator,MITF primary
COC(=O)c1cccc(N2C(=O)/C(=C/c3ccc(-c4ccc(Cl)c(Cl)c4)o3)C=C2c2ccccc2)c1,2.4,11,0.1,15
Cn1c(CNC(=O)c2cccc(F)c2)nnc1SCC(=O)N1N=C(c2ccc(Br)cc2)CC1c1ccc(F)cc1 (stereo unspecified),2.8,13,-0.1,2
COc1cccc(C2C3=C(CC(C)(C)CC3=O)Nc3[nH]c(=S)[nH]c(=O)c32)c1OC (stereo unspecified),-1.5,5,-0.1,-15
CC1CCN(S(=O)(=O)c2cccc(S(=O)(=O)N3CCCC3)c2)CC1,-0.4,8,-0.1,15
Cc1c(C(=O)NC(C)C)oc2ccc(S(=O)(=O)N3CCOCC3)cc12,-1.0,1,0.3,3
COC(=O)c1ccc(COC(=O)c2cccc(NC(=O)c3ccccc3)c2)cc1,4.6,-1,0.1,4
CN(C)CCCNC(=O)c1cc(Sc2ccc(F)cc2)nc2ccccc12,-0.7,-6,0.1,13
CCn1nccc1CNC(=S)NCCc1ccccc1,4.2,-1,0.5,-13
CCC(c1nnnn1C1CCCC1)N1CCN(CC)CC1 (stereo unspecified),-0.2,4,1.0,-4
CCOC(=O)C1CCN(c2c(NC3CCCCCC3)c(=O)c2=O)CC1,-0.1,-6,0.0,10
CCC(C)NC(=O)CSc1nc2nc(C)c(Cc3ccc(Cl)cc3)c(C)n2n1 (stereo unspecified),2.8,6,-0.1,-2
CC(CNc1nc2ccccc2n2cnnc12)c1ccccc1 (stereo unspecified),0.9,8,0.4,21
COc1cccc2cc(C(=O)Nc3ccncc3)oc12,2.4,6,-0.2,14
COc1cc(OC)cc(C(=O)OCc2ccc(F)cc2)c1,-1.2,-5,0.3,11
C#CCn1c(=NC(=O)c2ccnn2CC)sc2cc(Cl)ccc21,0.6,-11,-0.2,-7
COc1cc(C2NC(=O)CCC2[N+](=O)[O-])cc(Br)c1OC (stereo unspecified),-0.6,-2,-0.2,-2
O=C(NC1CC1)c1ccc(-c2nc(Nc3ccc(N4CCOCC4)cc3)c3ncn(Cc4ccc(C(F)(F)F)cc4)c3n2)cc1,-0.9,-1,0.0,2
COc1cc(OC)c(C(=O)CCCN2CCCC2=O)c(OC)c1,-2.2,-15,-0.1,6
COc1ccc(CCNc2nc(-c3c(C)noc3C)nc3c2ncn3C(C)C)cc1,-1.5,3,0.2,16
COC(=O)c1ccc(COC(=O)CN2C(=O)c3cccc([N+](=O)[O-])c3C2=O)cc1,1.0,-9,0.1,7
COC(=O)c1ccc2c(=O)n(CCc3ccc(S(N)(=O)=O)cc3)c(SCc3c(F)cccc3F)nc2c1,16*,0,0.0,23
O=S1(=O)N=C(Nc2ccccc2C(F)(F)F)c2ccccc21,0.8,-2,0.1,1
CCC1Nc2ccccc2-c2nnc(SCc3ccccc3Cl)nc2O1 (stereo unspecified),-0.9,0,0.2,12
Cc1ccc(-c2nc3cc(Cl)ccc3o2)cc1NC(=O)c1cc2ccccc2o1,-1.2,-33,-0.2,2
CCC(CC)C(=O)Nc1c2c(nn1-c1ccc(C)cc1C)CS(=O)(=O)C2,1.5,-10,0.0,0

# Ordered by number of heavy atoms (low to high): part of the list above.
SMILES,GPR151 ag,TEAD-YAP inh,FBW7 activator,MITF primary
COc1cccc2cc(C(=O)Nc3ccncc3)oc12,2.4,6,-0.2,14
CCC(c1nnnn1C1CCCC1)N1CCN(CC)CC1 (stereo unspecified),-0.2,4,1.0,-4
O=S1(=O)N=C(Nc2ccccc2C(F)(F)F)c2ccccc21,0.8,-2,0.1,1
CC(CNc1nc2ccccc2n2cnnc12)c1ccccc1 (stereo unspecified),0.9,8,0.4,21
CC1CCN(S(=O)(=O)c2cccc(S(=O)(=O)N3CCCC3)c2)CC1,-0.4,8,-0.1,15
CCOC(=O)C1CCN(c2c(NC3CCCCCC3)c(=O)c2=O)CC1,-0.1,-6,0.0,10
CCC1Nc2ccccc2-c2nnc(SCc3ccccc3Cl)nc2O1 (stereo unspecified),-0.9,0,0.2,12
CN(C)CCCNC(=O)c1cc(Sc2ccc(F)cc2)nc2ccccc12,-0.7,-6,0.1,13
CCC(C)NC(=O)CSc1nc2nc(C)c(Cc3ccc(Cl)cc3)c(C)n2n1 (stereo unspecified),2.8,6,-0.1,-2
Cc1ccc(-c2nc3cc(Cl)ccc3o2)cc1NC(=O)c1cc2ccccc2o1,-1.2,-33,-0.2,2
COc1ccc(CCNc2nc(-c3c(C)noc3C)nc3c2ncn3C(C)C)cc1,-1.5,3,0.2,16
COC(=O)c1cccc(N2C(=O)/C(=C/c3ccc(-c4ccc(Cl)c(Cl)c4)o3)C=C2c2ccccc2)c1,2.4,11,0.1,15
COC(=O)c1ccc2c(=O)n(CCc3ccc(S(N)(=O)=O)cc3)c(SCc3c(F)cccc3F)nc2c1,16*,0,0.0,23
Cn1c(CNC(=O)c2cccc(F)c2)nnc1SCC(=O)N1N=C(c2ccc(Br)cc2)CC1c1ccc(F)cc1 (stereo unspecified),2.8,13,-0.1,2
O=C(NC1CC1)c1ccc(-c2nc(Nc3ccc(N4CCOCC4)cc3)c3ncn(Cc4ccc(C(F)(F)F)cc4)c3n2)cc1,-0.9,-1,0.0,2

# Next section.
SMILES,GPR151 ag,TEAD-YAP inh,FBW7 activator,MITF primary
CCOC(=O)C1=C(CN2CCC(c3ccccc3)C2)NC(=O)NC1c1ccccc1 (stereo unspecified),-0.7,-9,0.7,21
CCOC(=O)c1c(NC(=O)c2cccs2)sc2c1CCN(C(=O)OCC)C2,-1.8,8,0.5,11
CCCNc1cc(C)nc(Nc2ncccn2)n1,1.0,-13,0.2,12
CCCCCCCc1c2c(C)c(C(=O)OCC)nc-2cc2n1C(C)C(C)=C2C (stereo unspecified),0.9,29,-0.1,3
CC(NS(=O)(=O)c1cc(C(F)(F)F)ccc1Cl)C(=O)O (stereo unspecified),-1.6,-1,0.1,14
CC(=O)c1cccc(-c2nc(N)c3ncn(CCN4CCCC4=O)c3n2)c1,1.5,-19,0.4,0
O=c1c(-c2ccccc2)c(N2CCN(c3ccccc3F)CC2)c1=O,-0.1,-8,-0.1,2
COc1ccc(NC(=O)c2ccc(Cl)cc2)c(OC)c1,-0.5,-74,0.0,-11
O=C(Nc1ccc(N2C(=O)C3C4C=CC(C4)C3C2=O)cc1)Nc1cccnc1 (stereo unspecified),1.2,5,0.0,7
O=C(O)c1ccccc1C(=O)c1ccc(Br)s1,0.5,5,0.3,7
CCOc1cc(CNCc2cccs2)ccc1OCC(=O)NC(C)(C)C,0.6,7,-0.1,2
OCCC1CN(CCCn2cccn2)CCN1Cc1ccc(F)c(F)c1 (stereo unspecified),-0.4,1,0.0,-5
COc1ccc(N2C(SC)=NC(=Nc3ccc(C)cc3)C23CCC(C(C)(C)C)CC3)cc1 (stereo unspecified),-0.2,2,0.0,13
Cc1cc(NCCO)nc(Cl)n1,1.0,5,0.0,4
O=C(COc1ccc(Cl)cc1)N/N=C/c1ccccc1Br,1.0,-3,0.1,-7
Cc1nc2c(C)cccn2c1C(=O)NCc1ccccc1C(F)(F)F,0.3,8,0.0,11
COc1ccc(-n2ncc3c(N4CCN(c5ccc(C(C)=O)cc5)CC4)ncnc32)cc1,-0.6,0,-0.1,-2
Cc1cccc(C)c1NC(=O)CN1C(=O)C(C)(C)Oc2ccc(C(=O)NC3CCCC3)cc21,-0.2,19,0.1,2
COc1ccccc1-c1ccc(SCC(=O)Nc2ccc(C(C)=O)cc2)nn1,-0.8,9,0.0,-16
O=C1NC(=Nc2ccccc2)c2ccccc21,1.2,0,0.0,-3
O=C(Cn1c(=O)oc2ccccc21)Nc1ccc2c(c1)Cc1ccccc1-2,0.9,-18,-0.2,-2
COc1cc(C(=O)Nc2ccc(Oc3ccc(Cl)cc3)cc2)c(Br)c(OC)c1OC,-0.7,7,0.0,-9
O=C(O)c1ccccc1COc1ccccc1Cl,1.3,-1,-0.2,9
CC1(CCc2ccccc2)NC(=S)N(c2ccc(Cl)cc2)N1 (stereo unspecified),0.8,-7,-0.2,-7
COC(=O)c1ccc(Sc2ccc(OC)cc2)c([N+](=O)[O-])c1,-0.4,-6,-0.2,11

# More records:
SMILES,GPR151 ag,TEAD-YAP inh,FBW7 activator,MITF primary
CN1CCN(C(=O)c2ccc(N(C)S(C)(=O)=O)cc2)CC1,-0.5,0,0.1,-4
CC(=O)N1c2ccc(S(=O)(=O)NCCC(=O)NC3CCC(C)CC3)cc2CC1C (stereo unspecified),-1.1,7,0.8,4
O=C(NCc1cccs1)c1ccc([N+](=O)[O-])c(Cl)c1,0.0,8,-0.1,4
COc1cc(CNCCC2CCOC(C)(C)C2)ccc1O (stereo unspecified),-0.9,7,0.1,-6
COc1cccc(NC(=O)c2sc3nc4c(c(-c5ccc(C)o5)c3c2N)CCCC4)c1,-0.5,-34,-0.3,-12
COC(=O)C1=C(C)NC(C)=C(C(=O)OC)C1c1cccc(F)c1,-0.9,5,0.3,-16
COc1cc2c(cc1NC(=O)C/C(C)=N/NC=O)oc1ccccc12,13*,-6,0.1,15
COc1ccc(Cl)cc1C1=N/C(=C/c2cccc(Br)c2)C(=O)O1,-1.1,-2,-0.1,2
C=Cc1cccc(NC(=O)c2ccc3c(c2)C(=O)N(Cc2ccccc2)C3=O)c1,0.6,1,0.1,13
O=C(c1ccncc1)N1N=C(C(F)(F)F)CC1(O)c1ccc([N+](=O)[O-])cc1 (stereo unspecified),-0.9,5,1.2,13
CC1CCCC(C)N1C(=O)CN1CCC(n2cnc3cccnc32)CC1 (stereo unspecified),-0.3,6,0.1,3
O=C(COc1ccc2c(c1)oc(=O)c1ccccc12)OCc1ccccc1,-0.6,7,-0.1,-7
CC(C)C[C@H]1NC(=O)[C@H]2CN(Cc3cccc(Cl)c3)CCN2C1=O,0.2,10,0.1,8
C=CCOc1ccc(/C=C2/SC(N3CC(C)OC(C)C3)=NC2=O)cc1 (stereo unspecified),1.9,1,-0.1,-9
CCOC(=O)C1=C(C)N=c2s/c(=C\c3ccc(OCc4ccccc4Cl)c(OC)c3)c(=O)n2C1c1ccccc1 (stereo unspecified),0.9,-5,0.0,-5
O=C(COc1ccc(Br)cc1)c1ccc(O)cc1O,-2.2,-22,0.3,18
CCOc1cc(C2C(C(=O)OCC3CCCO3)=C(C)NC3=C2C(=O)CC(c2cccs2)C3)ccc1O (stereo unspecified),3.0,11,-0.1,23
COC(=O)C1=C(C)N(CC2CCCO2)C(=O)/C1=C\c1cccc(Cl)c1 (stereo unspecified),0.3,-5,-0.2,-8
CC1(C)Oc2nc3ccccc3n2/C1=C\C#N,0.0,-8,0.1,-3
O=C(NCc1cccnc1)c1cccc(OC2CCN(Cc3ccc(CO)o3)CC2)c1,-0.2,-5,-0.2,0
CCOC(=O)C(C(=O)Nc1ccc(N(CC)CC)cc1)C1CCCCC1 (stereo unspecified),-0.3,-1,0.3,16
Fc1cc(F)c(C2SCCN2C(=S)Nc2cccc(C(F)(F)F)c2)c(F)c1 (stereo unspecified),-0.5,-1,0.1,-5
O=C(Nc1c(C(=O)Nc2ccccc2F)oc2cccnc12)c1ccccc1F,1.4,0,0.0,-3
O=C(CSC1=Nc2ccccc2C2=NC(Cc3c[nH]c4ccccc34)C(=O)N12)NCc1ccco1 (stereo unspecified),-0.8,-3,0.2,12
CCOC(=O)C1C(=O)NC(SCC(=O)Nc2ccccc2CC)=C(C#N)C1c1ccccc1Cl (stereo unspecified),0.4,-4,-0.2,-8

# Part of the list above in order of SMILES length, smallest number first:
SMILES,GPR151 ag,TEAD-YAP inh,FBW7 activator,MITF primary
CC1(C)Oc2nc3ccccc3n2/C1=C\C#N,0.0,-8,0.1,-3
Fc1cc(F)c(C2SCCN2C(=S)Nc2cccc(C(F)(F)F)c2)c(F)c1 (stereo unspecified),-0.5,-1,0.1,-5
CCOc1cc(C2C(C(=O)OCC3CCCO3)=C(C)NC3=C2C(=O)CC(c2cccs2)C3)ccc1O (stereo unspecified),3.0,11,-0.1,23

# The listing continues.
SMILES,GPR151 ag,TEAD-YAP inh,FBW7 activator,MITF primary
Cc1nn(C)cc1C(C)NC1CCN(c2ccc(C(=O)NC3CCCC3)cc2)CC1 (stereo unspecified),-0.9,-8,0.0,17
O=C(NC(=S)NNC(=O)c1ccccc1F)c1cccnc1,0.0,1,-0.3,6
C=CCN1C(=O)/C(=C\c2cc(Br)ccc2OC)C(=O)NC1=S,4.4,10,0.0,9
COC(=O)c1ccccc1NC(=O)C(=O)NC1CCC(C)CC1 (stereo unspecified),-0.7,2,0.3,-7
Cc1ccccc1NC(=S)N(Cc1ccccc1F)C1CCCCC1,-0.5,-5,-0.1,0
COc1ccccc1/C=C1\N=C(c2cccc(Br)c2)OC1=O,-0.6,14,-0.1,-7
CN(C)c1ccc(/C=c2\sc3nc(-c4cccs4)nn3c2=O)cc1,0.6,3,0.0,-21
O=C(NCCC1=CCCCC1)c1ccc2c(c1)ncn2-c1ccc(F)c(F)c1,0.2,-18,-0.1,-1
O=C(NC1CC1)c1ccc(Cl)c(F)c1F,0.0,7,-0.1,-8
CCS(=O)(=O)C1=NN2C(=N)/C(=C\c3ccc(F)cc3)C(=O)N=C2S1,4.0,-12,0.0,9
CCOc1cccc2c1OC1(C)CC2NC(=O)N1 (stereo unspecified),-0.4,0,-0.1,6
O=C(NCCCN1CCOCC1)c1ccc2nc(N3CCCCC3)sc2c1,-0.9,-36,0.0,-3
COc1cccc2c1OC1(C)CC2NC(=O)N1c1cccc(C(=O)NCc2ccco2)c1 (stereo unspecified),4.8,14,-0.2,-3
CCCS(=O)(=O)c1c(S(=O)(=O)CCC)c2c(N)cccn2c1C(=O)c1ccc(F)cc1,-1.3,-2,-0.1,-10
O=S1NN(c2ccccc2)S(=O)NN1c1ccccc1 (stereo unspecified),0.8,7,-0.1,-2

# Rows are unselected; about 3.4% have a hit in one of these screens.
